Bioassay records deposited in PubChem BioAssay by University of Kansas High Throughput Screening Laboratory.
mHTT CaM bind – disrupts binding of mutant huntingtin to calmodulin; inhibition, % at 15 µM; AlphaScreen His-mHTT/GST-CaM binding, luminescence; AID 1671202; actives 3.6% (n = 190,000); P42858;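 also: 0% = both proteins with DMSO and 100% = one protein alone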
Pf apPOL inh – Pf-apPOL DNA polymerase inhibition; Recombinant Pf-apPOL, molecular beacon fluorescence, 1.5 h; inhibition, % at 10 µM; actives 0.25% (n = 210,000); AID 1794808
* marks the source's active call; other numbers are inactive results; i = inactive; · = not tested or not shown; + = active, no number; & = joins results of further samples. Rule as the data show it: active = inhibition above about 50%; inactive = the rest. This is a subset, so the mix of outcomes need not match the whole.

SMILES	mHTT CaM bind	Pf apPOL inh
C=CCn1c(-c2ccccc2)csc1=Nc1ccc(O)cc1	69*	1
Cn1c(=O)n(Cc2ccccc2)c(=O)c2c1nc(N1CCCC1)n2Cc1ccccc1	19	-2
CC1(C)OC(=O)C(=CNc2ncccn2)C(=O)O1	-4	0&0
COc1c2c(cc3c1C(CC(=O)c1c(O)c(OC)c4occc4c1OC)[N+](C)(C)CC3)OCO2 (centres undefined)	·	-13
COC(=O)CNC(=O)NCCC1CCN(C(=O)NC2CCCCC2)CC1	-7	-4
O=C(CN1C(=O)/C(=C/c2ccccc2F)Sc2ccccc21)NC1CCCCCC1	-2	0
O=C(NCCc1ccccc1)C(=O)NCc1ccc(F)cc1F	-14	-3
COCc1cc(C)c2c(n1)sc1c2nc(C)n2c3ccccc3nc12	-4	-2
Cc1ccc(S(=O)(=O)N2CCCC2c2nc(-c3ccc(Cl)cc3)no2)cc1C (centres undefined)	-33	0
CC1(C)CC(=O)C2=C(C1)OC1=C(C(=O)CC(C)(C)C1)C2c1ccccc1OCc1ccc(Cl)cc1Cl	2	-1
O=C(c1ccc(Cl)cc1Cl)N1N=C(C2CC2)CC1(O)C(F)(F)F (centres undefined)	-5	4
O=C(Cc1ccc(F)cc1)Nc1ccc2sccc2c1	-8	1
N#CC1=C(SCC(=O)Nc2ccccc2Cl)NC(=O)CC1c1ccccc1F (centres undefined)	-5	-2
OC[C@@H]1[C@@H](c2ccc(F)cc2)C(c2cccc(Cl)c2)=NN1c1ccccc1	72*	0
O=C(NCc1ccccc1)Nc1ccc2nsnc2c1	-2	2
CCN(Cc1ccccc1)C(=O)c1ccc2c(c1)CCC(=O)N2CC	9	-5
COc1ccc(NS(=O)(=O)Cc2ccccc2)cc1	-6	-7
C=CCOc1c(Cl)cc(C=O)cc1Cl	-2	-10
O=C1C[C@@H]2CCN3C(=O)CCC[C@@H]([C@H]23)[C@H]1Cc1ccccc1	5&0	-10&-10
CC(=O)O/N=C/c1c(NCc2ccccc2)nc2c(C)cccn2c1=O	i	-5
CCc1onc(C)c1C1CCCN1C(=O)Cc1ccc(OC)c(OC)c1 (centres undefined)	-2	4
Cc1ccc(Cl)cc1N1CCN(C(=O)CC(C)C)C(C)C1=O (centres undefined)	-1	-2
O=c1c2ccccc2nc2c3ccccc3c(NCc3cccnc3)nn12	80*	-11
O=S(=O)(Nc1cccnc1)c1ccc(Oc2ccccc2)cc1	1	-2
COc1ccccc1CNC(=O)C1CCCN(C(=O)Cc2cccc3ccccc23)C1 (centres undefined)	0	-4
COc1cccc2cc(-c3cc(=O)oc4cc(C)c(OCC(=O)OC(C)(C)C)cc34)oc12	2	6
CC1CCC2(CC1)C(C#N)=C(S)NC(=O)C2C#N (centres undefined)	20	·
CCN(Cc1ccccc1)C(=O)Cn1cccc1-c1nnc(-c2ccccc2)o1	0	1
O=C(NCCc1csc(C2CCN(C(=O)C3CC3)CC2)n1)C1CC1	4	1
O=C(c1cccnc1)N1CCCCC1c1nncn1-c1ccccc1 (centres undefined)	-1	-4
Cc1cc2[nH]c(C(=O)Nc3ccccc3C)c(CN3CCOCC3)c2s1	50*	-3
COc1c(C(=O)NC(C)c2ccccc2)sc2cccc(F)c12 (centres undefined)	-11	-7
Cc1nn(Cc2c(C)nn(C)c2C)c(C)c1N	-3	·
Cc1ccc(N2C(=O)C3C4C=CC(CC4)C3C2=O)c(Br)c1 (centres undefined)	0	-3
O=C(Nc1c(-c2ccccc2)nc2ccccn12)c1cccnc1	-7	-2
Cc1c(C(=O)NCCC2=CCCCC2)oc2ccc(S(=O)(=O)N3CCOCC3)cc12	5	8
Cc1sc2ccn(C)c(=O)c2c1C(=O)NCc1ccc(N2CCCCC2)cc1	22	0
O=[N+]([O-])c1ccc(-c2cnc(-c3ccc(Br)cc3)nc2)cc1	-6	-5
CCOc1ccccc1NS(=O)(=O)c1cc(Br)cc2c1N(C(C)=O)C(C)C2 (centres undefined)	9	-6
CC(=O)Nc1c2c(nn1-c1ccc([N+](=O)[O-])cc1)CS(=O)(=O)C2	-7	-3
CCS(=O)(=O)N1CCC(c2ccccc2)C1 (centres undefined)	-16	-6
O=C1c2[nH]nc(-c3ccccc3)c2C(c2cccc([N+](=O)[O-])c2)N1c1ccccc1 (centres undefined)	28	28
Cc1ccc(C)c(C(=O)N2CCCC(COc3ccc(C(=O)N4CCCC4)cc3)C2)c1 (centres undefined)	-3	10
O=C(NCc1ccco1)c1ccc2c(=O)n(Cc3ccc4c(c3)OCO4)c(=O)[nH]c2c1	17	-4
O=S1(=O)CC(O)C(N2CCCCC2)C1 (centres undefined)	0	0
CC(C)(C)S(=O)(=O)CCC#N	0	-6
COc1ccc(C(=O)N2CCC(Nc3cccnc3)C2)c(OC)c1 (centres undefined)	2	0
COc1ccccc1-c1cc(C(=O)NC2CC2)n(C)n1	-6	-3
CCc1ccc(N2CC(C(=O)NC(C)C)CC2=O)cc1 (centres undefined)	-4	-8
COc1ccccc1C1(CNC(=O)C2CCCCC2)CCOCC1	-7	0
CCC(C)NC(=O)C=Cc1ccc(OC)cc1OC (centres undefined)	4	24
Cc1noc(-c2cccnc2)c1C(=O)NCC1CCCO1 (centres undefined)	-3	-3
CCCn1c(-c2ccc(N(C)C)cc2)nc2ccccc21	28	6
COC(=O)c1ccccc1NC(=O)c1cc(-c2cccs2)n(C2CCS(=O)(=O)C2)n1 (centres undefined)	-9	-5
Cc1ccccc1NC(=O)Nc1cc2ccccc2s1	·	-7
O=C(NC1CC(O)C(CO)C1)c1ccc(F)cc1 (centres undefined)	2	0
CC(C)CCn1c(=O)[nH]c2cncnc21	-8	-1
Cc1oc(-c2ccc(Cl)cc2)cc1C(=O)NCc1ccco1	3	-31
CCN1CCN(CCNC(=O)C2CCN(Cc3cn(C)c4ccc(OC)cc34)CC2)CC1	-6	2
O=C1CC(c2cccs2)CC2=C1C(c1cccc(O)c1)Nc1ccccc1N2 (centres undefined)	2	8

The list goes on.
SMILES	mHTT CaM bind	Pf apPOL inh
CCCC12CN3CC(C)(CN(C1)C3c1cccs1)C2=O (centres undefined)	-7	-4
COc1ccc2c(c1OC)C(=O)N1c3ccccc3COC21 (centres undefined)	-2	-8
CC(C)NC(=O)c1ccc(C(C)(C)C)cc1	-7	-2
COC(=O)c1scc(C)c1NC(=S)OC	·	4
COc1ccc(CCNC(=O)c2cc(-c3ccc(Cl)c(Cl)c3)on2)cc1OC	0	0
CN1C(=O)C(C)(C(=O)N2CCN(C3CCCCC3)CC2)Oc2cccnc21 (centres undefined)	3	-2
CCCN1C(=O)C(=O)c2cc(C)ccc21	38	-3
Cc1cccc(-c2nnc(-c3ccncc3)o2)c1	1	-2
CC(C)CC(C)NC(=O)c1cc(N2CCOCC2)nc2ccccc12 (centres undefined)	-8	-5
O=C(c1cccc(F)c1F)N1CCN(c2cc(N3CCOCC3)c(F)cc2[N+](=O)[O-])CC1	6	15
CC(C)(C)NC(=O)C1CC(=O)N(Cc2ccc(OC(F)(F)F)cc2)C1 (centres undefined)	-3	-8
O=c1[nH]nc(CSCc2ccc3nsnc3c2)[nH]1	-6	·
CCN(Cc1ccccc1)S(=O)(=O)c1cc(Br)cc2c1N(C(C)=O)CC2	23	-2
Cc1cc(OCC(=O)Nc2cc(Cl)ccc2C)nc(N2CCCCC2)n1	-4	1
Cc1c(-c2[nH]ncc2Br)cnn1C	-4	·
C[C@@H](CN=[N+]=[N-])CN1CC[C@H](O)CCC1=O	-5	-2
COc1ccccc1Nc1nc(C)nc2c1CCC2	1	-6
CCOC(=O)N1CCC(NS(=O)(=O)c2ccc(Cl)s2)CC1	·	-5
CCCc1cnc(N2CCN(S(=O)(=O)c3sc4ccc(Cl)cc4c3C)CC2)nc1	·	1
O=C(C1CC1)N1CCN(c2cc(Oc3ccc(F)c(F)c3)ncn2)CC1	-1	-8
O=C(NCc1ccccc1)c1cc2c(s1)CN(C1CCCC1)C2	-8	-5
COc1cccc(C(=O)N2CCN(CC(=O)c3ccco3)CC2)c1	-15	-4
COc1ccc(/C=C2\SC(=O)N(CNc3ccccc3OC)C2=O)cc1	32	-2
CCc1ccc(C(=O)N2CCC(Cc3nnc(-c4ccccc4)o3)CC2)cc1	19	-1
O=C1NC2(CCCN(C(=O)c3ccncc3)C2)N=C1c1ccccc1 (centres undefined)	-6	-1
OC(CSc1nncn1-c1ccccc1)C(F)(F)F (centres undefined)	·	-1
CCSc1nnc2c(n1)OC(c1c(OC)cc(OC)cc1OC)Nc1ccccc1-2 (centres undefined)	-3	-6
COc1ccc(-c2cc3ccc(OCCN4CC5CC(C4)c4cccc(=O)n4C5)cc3oc2=O)cc1 (centres undefined)	-30	-76
CSc1nnc2c(n1)OC(c1cccn1C)N(C(C)=O)c1ccccc1-2 (centres undefined)	5	4
CC1(C)OC(c2cccc([N+](=O)[O-])c2)Nc2ccccc21 (centres undefined)	14	4
COc1cc(Nc2ncc3c(n2)CCN(Cc2cccc(F)c2)C3)cc(OC)c1	17	0
COc1ccc2c(c1)CN(c1ccc(Cl)cc1)CO2	51*	-8
O=C(Cc1ccc(F)cc1)Nc1nnc(-c2ccc3c(c2)CCCC3)o1	-10	-6
Cc1c(C)c2c(cc(C)c3c(-c4ccc(F)cc4)coc32)oc1=O	0	0
Cc1ccc(-c2ncc(NC(=O)CC(C)(C)C)cn2)cc1	-4	-1
O=C1CC(C(=O)N2CCCCC2)CN1CCc1ccccc1 (centres undefined)	-5	-10
Cc1nc2c(NC3CCN(C(=O)c4ccc(F)cc4)CC3)cccn2n1	6	3
COC(=O)c1c(N2C(=O)C=CC2=O)sc(C)c1C	4	·
CC(=O)N1CCc2cc(N3CC(C(=O)NCc4ccc(C)c(C)c4)CC3=O)ccc21 (centres undefined)	0	-6
CCN1c2ccc(F)cc2C(=O)NC12CCN(C(=O)Cc1ccccc1C)CC2	10	-4
Cc1cc(C2C(C#N)=C(N)N(c3cccc([N+](=O)[O-])c3)C3=C2C(=O)CCC3)c(C)s1 (centres undefined)	30	-5
O=[N+]([O-])c1cc(C(F)(F)F)cc([N+](=O)[O-])c1NCCNc1ccc([N+](=O)[O-])c2cccnc12	33	1
CNC(=O)C1CCc2sc(C(=O)N3CCCCCC3)cc2C1 (centres undefined)	-4	1
S=c1[nH]nc(-c2ccccn2)n1/N=C/C=C/c1ccco1	+	·
CCC(=O)Nc1ccc(NC(=O)COc2ccc(CC)cc2)cc1	-6	-2
Cc1ccc(S[C@@H](CCN2CC[C@H](C(C)(C)C)CCC2=O)c2ccccc2)cc1	-2	-7
Cc1ccc(CN2C(=O)C3C(c4ccc(C)cc4)OC4(C(=O)c5ccccc5C4=O)C3C2=O)cc1 (centres undefined)	16	2
COc1cccc(C2CC(c3c(F)cccc3Cl)n3ncnc3N2)c1 (centres undefined)	2	-6
Cc1cc(=O)oc2cc(OC(C)c3ccccc3)ccc12 (centres undefined)	-4	-4
Cc1nc2ccc(Cl)cn2c(=O)c1NC(=O)c1ccc([N+](=O)[O-])cc1Cl	-16	-7
Cc1ccc(-n2cnc3sc(C)c(C)c3c2=O)cc1	-2	2
Fc1ccc(CNc2ncnc3c2cnn3-c2ccc(Cl)cc2)cc1	12	-13
CC(C)N(Cc1ccccc1)C(=O)CN1C(=O)c2ccccc2C1=O	6	-2
Clc1ccc(C2=CC(c3ccccc3Cl)n3ncnc3N2)cc1 (centres undefined)	13	-2
CCC(=O)Nc1ccc(NC(=O)c2ccccc2I)cc1	-3	-7
Oc1ccccc1C=Nc1ccccc1-c1nnc2n1CCCCC2	0	-31
CCOc1ccccc1NC(=O)c1ccc(F)c(S(=O)(=O)N2CCCCC2)c1	-13	0
CC(=O)c1cccc(N2C(=O)c3ccncc3C2=O)c1	-2	-2
Cc1cc(OCC(=O)N2CCCCC2CCN2CCCC2)cc(C)c1Cl (centres undefined)	1	-9
CCc1cc(C2CCCN2Cc2cn[nH]c2-c2ccc(C)cc2)on1 (centres undefined)	10	-1

Structures from the list above that contain an aryl methoxy group (21):
SMILES	mHTT CaM bind	Pf apPOL inh
COc1c2c(cc3c1C(CC(=O)c1c(O)c(OC)c4occc4c1OC)[N+](C)(C)CC3)OCO2 (centres undefined)	·	-13
COc1ccc(NS(=O)(=O)Cc2ccccc2)cc1	-6	-7
CCc1onc(C)c1C1CCCN1C(=O)Cc1ccc(OC)c(OC)c1 (centres undefined)	-2	4
COc1ccccc1CNC(=O)C1CCCN(C(=O)Cc2cccc3ccccc23)C1 (centres undefined)	0	-4
COc1cccc2cc(-c3cc(=O)oc4cc(C)c(OCC(=O)OC(C)(C)C)cc34)oc12	2	6
COc1c(C(=O)NC(C)c2ccccc2)sc2cccc(F)c12 (centres undefined)	-11	-7
COc1ccc(C(=O)N2CCC(Nc3cccnc3)C2)c(OC)c1 (centres undefined)	2	0
COc1ccccc1-c1cc(C(=O)NC2CC2)n(C)n1	-6	-3
COc1ccccc1C1(CNC(=O)C2CCCCC2)CCOCC1	-7	0
CCC(C)NC(=O)C=Cc1ccc(OC)cc1OC (centres undefined)	4	24
CCN1CCN(CCNC(=O)C2CCN(Cc3cn(C)c4ccc(OC)cc34)CC2)CC1	-6	2
COc1ccc2c(c1OC)C(=O)N1c3ccccc3COC21 (centres undefined)	-2	-8
COc1ccc(CCNC(=O)c2cc(-c3ccc(Cl)c(Cl)c3)on2)cc1OC	0	0
COc1ccccc1Nc1nc(C)nc2c1CCC2	1	-6
COc1cccc(C(=O)N2CCN(CC(=O)c3ccco3)CC2)c1	-15	-4
COc1ccc(/C=C2\SC(=O)N(CNc3ccccc3OC)C2=O)cc1	32	-2
CCSc1nnc2c(n1)OC(c1c(OC)cc(OC)cc1OC)Nc1ccccc1-2 (centres undefined)	-3	-6
COc1ccc(-c2cc3ccc(OCCN4CC5CC(C4)c4cccc(=O)n4C5)cc3oc2=O)cc1 (centres undefined)	-30	-76
COc1cc(Nc2ncc3c(n2)CCN(Cc2cccc(F)c2)C3)cc(OC)c1	17	0
COc1ccc2c(c1)CN(c1ccc(Cl)cc1)CO2	51*	-8
COc1cccc(C2CC(c3c(F)cccc3Cl)n3ncnc3N2)c1 (centres undefined)	2	-6
